Assay outcomes deposited in PubChem by National Center for Advancing Translational Sciences (NCATS).
KCNH2 WT inh: KCNH2 (human, wildtype) channel inhibition; Q12809; U2OS, BacMam KCNH2, thallium flux FluxOr; active compounds read low; activity change, % at 1.84 µM; hit rate 0.37% among 340,000;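 active = maximum activity change below -70%; inconclusive = maximum activity change between -70% and -50%; inactive = maximum activity change above -50%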; also: % is scaled to controls: 0 for no effect and ±100 for the full control effect
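U2OS cells transduced with wild-type KCNH2 virus are loaded with FluxOr dye for 45 min, and thallium flux is measured in kinetic reads before and after stimulation buffer. Rate constants are normalized to DMSO controls.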
Coupling enz: coupling enzyme interference in Giardia aldolase counter-screen; coupling enzyme system counterscreen, AmpLite Red fluorescence; activity change, negative = inhibition, % at 58.2 µM, hits read low; hit rate 0.67% among 290,000; AID 2472; in the data active = activity change below about -30%; also: % is scaled to controls: 0 for no effect and ±100 for the full control effect
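Fluorescence at 525 nm excitation and 598 nm emission measured inhibition of the coupled detection system without aldolase. Compounds (at 57.5 uM final) were preincubated 10 min at room temperature with coupling enzyme reagent before a 20 min substrate/AmpLite Red step.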
Giardia kill: Giardia lamblia killing; hit rate 0.15% among 340,000; Giardia lamblia trophozoite viability; AID 540267; activity change, % at 7.66 µM, hits read low; in the data active = activity change below about -80%; inconclusive = between about -30% and that limit;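 also: parasites exposed to compound for two days anaerobically before the ATP read; % is scaled to controls: 0 for no effect and ±100 for the full control effect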
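Trophozoite viability was measured as ATP-dependent luminescence, read 15-30 min after reagent addition. Before that, parasites at 100 cells/well were exposed to compounds for 48 h, anaerobically, at 37 deg C.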
Menin-MLL TR inh: menin-MLL binding inhibition, Texas Red mutant peptide; hit rate 0.23% among 270,000; O00255; Potency, µM (doses to about 61.6 µM), for inactives: at the top dose FP activity change, negative = inhibition, usual class: inhibitors; Menin + Texas Red MLL mutant peptide, fluorescence polarization; active = well fitted inhibition curve with a large enough effect in the polarisation, with a control signal flat, not every such curve was filed as active; inconclusive = small, poorly fitted or top-dose-only effect, or effect the other way, or a change in a side signal; inactive = no such curve, though single readings can be large or run the other way; the % refers to the polarisation; also: potency is read from the fitted curve at half-maximal effect; % of control where 0% means no effect; many of its hits are not listed in these tables
USP2a block: blocks human ubiquitin-specific protease USP2a; USP2 core, Ub-CHOP2 coupled fluorogenic reporter, 485/531; Potency, µM (highest dose often 38.3 µM), for inactives: at the top dose activity change, negative = inhibition, hits mostly inhibitors; hit rate 0.01% among 330,000;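 also: potency is read from the fitted curve at half-maximal effect; plate controls were DMSO wells for no effect and full inhibition by NEM control for full effect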
Target sequence (O75604 whole entry, looked up): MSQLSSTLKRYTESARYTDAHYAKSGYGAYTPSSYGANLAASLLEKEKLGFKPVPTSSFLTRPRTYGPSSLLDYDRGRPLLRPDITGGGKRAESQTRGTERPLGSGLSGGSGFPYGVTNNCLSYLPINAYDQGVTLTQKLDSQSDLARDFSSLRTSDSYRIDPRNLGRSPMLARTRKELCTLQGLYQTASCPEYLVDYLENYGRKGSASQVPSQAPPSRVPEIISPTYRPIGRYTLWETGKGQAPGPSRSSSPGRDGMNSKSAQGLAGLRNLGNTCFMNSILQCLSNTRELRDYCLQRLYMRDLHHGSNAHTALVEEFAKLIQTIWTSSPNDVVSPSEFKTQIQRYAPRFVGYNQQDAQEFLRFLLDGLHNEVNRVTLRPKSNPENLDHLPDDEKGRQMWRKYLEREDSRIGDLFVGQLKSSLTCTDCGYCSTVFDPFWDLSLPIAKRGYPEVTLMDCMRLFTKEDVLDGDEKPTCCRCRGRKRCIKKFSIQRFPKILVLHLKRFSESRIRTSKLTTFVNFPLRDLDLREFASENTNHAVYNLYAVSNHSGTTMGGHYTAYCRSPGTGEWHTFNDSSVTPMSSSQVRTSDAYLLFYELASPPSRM
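USP2 core (10nM final) preincubated 30min RT with compound in 20mM Tris-HCl pH 8.0, 2mM CaCl2, 2mM beta-mercaptoethanol, 0.05% CHAPS; 25nM Ub-CHOP2 plus 25nM reporter substrate added, fluorescence (Ex485/Em531) read after 60min.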
PKM2 act: PKM2 (human) enzyme activation. P14618. purified PKM2, Kinase-Glo ATP luminescence, activation; response scale: 0% is enzyme alone, no compound. Potency, µM (series often up to 57.5 µM), without a hit: at the top dose activation, hits mostly activators. hit rate 0.34% among 260,000. AID 1631; also: potency is read from the fitted curve at half-maximal effect; % is scaled to controls: 0 for no effect and ±100 for the full control effect; nearly all actives have a fitted effect of over 55% in size
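ATP formation by purified human PK-M2, quantified via coupled luciferase luminescence after 1 h at room temperature with 0.1 mM ADP and 0.5 mM PEP final.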
KCNH2 3.1 block: inhibitors of human KCNH2 3.1 potassium channel isoform. U2OS KCNH2 3.1, thallium flux FluxOr; active compounds read low. activity change, % (tested at about 1.8 µM). hit rate 0.95% among 340,000. AID 720553;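 active = maximum activity change below -70%; inconclusive = maximum activity change from -70% to -50%; inactive = maximum activity change above -50%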;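 also: thallium influx rate constant from kinetic fluorescence after stimulation buffer; % is scaled to controls: 0 for no effect and ±100 for the full control effect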
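Thallium flux via FluxOr fluorescence (Red40 quencher, 45 min loading) in U2OS cells virally expressing the KCNH2 3.1 isoform (1.77 x 10^8 /mL virus, overnight at 37 C). Rate constants from 2-min kinetic reads post-stimulation, normalised to positive and negative controls.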
B2AR arrestin: agonists driving beta-arrestin recruitment to human beta2-adrenergic receptor; P07550; beta-arrestin recruitment to beta2AR, cell-based reporter; Potency, µM (top dose mostly 46.1 µM), inactives show at the highest dose activation, hits mostly activators; hit rate 0.02% among 330,000; AID 492947;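 also: potency is read from the fitted curve at half-maximal effect; 0% = DMSO controls and full agonism = EC100 isoproterenol or metaproterenol; nearly all actives have a fitted effect of over 65% in size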
Target sequence (P07550 whole entry, looked up): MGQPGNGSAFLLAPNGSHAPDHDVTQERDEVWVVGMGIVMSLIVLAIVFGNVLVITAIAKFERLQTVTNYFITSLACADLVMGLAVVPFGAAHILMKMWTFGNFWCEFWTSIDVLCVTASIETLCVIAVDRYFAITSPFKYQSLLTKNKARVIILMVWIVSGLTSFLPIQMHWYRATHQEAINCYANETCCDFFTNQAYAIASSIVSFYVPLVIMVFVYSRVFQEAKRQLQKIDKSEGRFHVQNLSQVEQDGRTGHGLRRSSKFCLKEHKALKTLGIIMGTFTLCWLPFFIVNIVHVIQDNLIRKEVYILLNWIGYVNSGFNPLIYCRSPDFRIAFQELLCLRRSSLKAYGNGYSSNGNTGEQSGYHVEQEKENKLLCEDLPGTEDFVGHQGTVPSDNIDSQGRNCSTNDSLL
TRPV1 ag: agonists of human vanilloid receptor 1 (TRPV1). Q8NER1. TRPV1-expressing cells, Fluo-8 calcium influx, agonist mode. activation, % at 8.33 µM. hit rate 0.19% among 320,000. AID 540275; in the data active = activation above about 80%; inconclusive = between about 30% and that limit; also: 0% is about no effect
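Fluo-8 calcium influx in TRPV1-expressing cells, kinetic read (ex 480/em 520 nm). Compound added and read 3 min for agonist activity, followed by capsaicin at EC20 final and 2 min further read for enhancement.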
MLL CXXC-DNA inh: MLL CXXC-DNA interaction inhibition. Q03164. MLL-CXXC / FITC-HOXA9 DNA fluorescence polarization. Potency, µM (doses to about 115 µM), without a hit: top-dose activity change, negative = inhibition, hits mostly inhibitors. hit rate 0.037% among 290,000. AID 2662; active = well fitted inhibition curve with a large enough effect in the polarisation, with a control signal flat, not every such curve was filed as active; inconclusive = small, poorly fitted or top-dose-only effect, or effect the other way, or a change in a side signal; inactive = no such curve, though single readings can be large or run the other way; the % refers to the polarisation; also: potency is read from the fitted curve at half-maximal effect
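Fluorescence polarization: 7 uM MLL-CXXC (stock) preincubated 5 min with compounds, then 50 nM fluorescein-HOX-A9 DNA (stock) added; 30 min ambient. Buffer 50 mM Tris-HCl pH 7.5, 50 mM NaCl, 1 mM DTT, 0.05% BSA.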
GALK inhibitor: inhibitors of human galactokinase; P51570; Purified GALK, Kinase-Glo residual ATP luminescence; Potency, µM (series often up to 57.5 µM), without a hit: at the top dose activity change, negative = inhibition, actives largely listed as inhibitors; hit rate 0.007% among 270,000; AID 1868; also: potency is read from the fitted curve at half-maximal effect; % is scaled to controls: 0 for no effect and ±100 for the full control effect
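Kinase-Glo Plus luminescence measured ATP left after a 1 h room-temperature reaction. The reaction used 5 nM GALK, 100 uM galactose and 35 uM ATP at pH 8.0 (20 mM HEPES, 5 mM MgCl2, 60 mM NaCl, 1 mM DTT, 0.01% BSA).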
* hit, by the source's call; i = inactive; ? = inconclusive; . = no result given; & = joins results of further samples. Unless noted, calls follow the shape of the dose curve; as a rule, active = well fitted curve in the direction sought with a large enough effect; inconclusive = small, poorly fitted or top-dose-only effect, or another doubt; inactive = no such curve, though single readings can be large; an effect the other way counts as inactive or inconclusive.

SMILES | MLL CXXC-DNA inh | TRPV1 ag | USP2a block | B2AR arrestin | Menin-MLL TR inh | PKM2 act | KCNH2 3.1 block | Coupling enz | GALK inhibitor | Giardia kill | KCNH2 WT inh
COc1ccc(C2C(C#N)=C3NC(=O)c4c(sc5c4CCCCC5)N3C3=C2C(=O)CC(C)(C)C3)cc1 (stereo unspecified) | -13% | -1 | 2% | -0.7% | 0% | -1% | 2 | -19 | . | -9 | -1
CCc1ccc(NC(=O)NCC2CCN(Cc3cccc(Cl)c3)CC2)cc1 | 5% | ? | 3% | 0.4% | -13% | . | -91* | 2 | -3% | -2 | 16
COC(=O)c1ccc(-c2ccco2)n1Cc1nc(-c2ccc(OC)c(OC)c2)oc1C | 13% | -7 | -5% | 3.9% | 11% | 25% | -6 | -1 | -3% | -4 | -6
Cc1nn(C(C)C(=O)NC2CCC(C)CC2)c(=O)c2nn(-c3ccccc3)c(C)c12 (stereo unspecified) | 3% | 0 | 1% | 0.4% | . | . | 0 | . | -9% | -17 | 15
CC(=O)c1c(C)oc2ccc(N(C(=O)c3ccncc3)S(=O)(=O)c3ccccc3)cc12 | 3% | -1 | 3% | 0.0% | 19% | 24% | -1 | 2 | 13% | -4 | -5
C=CCNC(=O)C(=O)N/N=C/c1ccco1 | 4% | 0 | 1% | -0.3% | -12% | 1% | 8 | 2 | 0% | 2 | 11
O=C(CN1CCN(C(=O)c2ccco2)CC1)Nc1cccc([N+](=O)[O-])c1 | -2% | 1 | 0% | -0.6% | 3% | -5% | 20 | 0 | 13% | -15 | 0
O=C1c2ccc3c4c(ccc(c24)C(=O)N1c1ccc(O)cc1)C(=O)N(c1ccc(O)cc1)C3=O | 1% | 3 | 2% | 0.2% | 5% | 0% | -1 | -5 | 1% | 0 | -2
O=C(Nc1cccc(C(F)(F)F)c1)OCCN1CCN(Cc2ccccc2)CCC1=O | 10% | 21 | 3% | -0.3% | 11%&18% | 3% | -3 | -1&1 | . | -10 | 7
CCn1cc(C(=O)NCCCOC(C)C)c(=O)c2cc(S(=O)(=O)N3CCCC3)ccc21 | -2% | 28 | 3% | -0.1% | -13% | . | 9 | 0 | 1% | -16 | 5
Cc1cccc(NC(=O)CNCC(=O)Nc2cccc(C)c2C)c1C | 0% | 6 | 4% | -0.2% | -13% | . | -5 | 2 | 4% | 9 | -3
CCS(=O)(=O)N1CCC(C(=O)NCc2ccc(OC)cc2)CC1 | 2% | 1 | 4% | 0.1% | -6% | -4% | 6 | 0 | 0% | -2 | -4
COc1ccc(CC(=O)Nc2sccc2C#N)cc1S(=O)(=O)N1CCOCC1 | . | 0 | 1% | 0.2% | . | . | 5 | . | . | -19 | -2
CCCCn1c(N)c(N(CCC(C)C)C(=O)c2ccc(C)c(S(=O)(=O)N3CCOCC3)c2)c(=O)[nH]c1=O | . | 3 | -2% | -0.5% | . | . | -3 | . | . | -1 | -7
CN(C)c1nc2c(N)ncnc2n1[C@H]1O[C@@H](CO)[C@H](O)[C@@H]1O | 26% | 0 | 1% | 0.6% | -1% | . | -5 | 0 | 1% | 20 | -1
CCOCCCNC(=O)C(NC(=O)Cc1cccs1)c1ccc(OC)cc1 (stereo unspecified) | 1% | 0 | 9% | 0.1% | 0% | . | -6 | 1 | 1% | -13 | -14
O=C(NNC(=O)c1cccc(S(=O)(=O)Nc2ccc(Cl)cc2)c1)c1ccc(=O)[nH]c1 | . | 0 | 1% | -0.1% | . | . | -4 | . | . | 3 | 5
C/C(=N\NC(=O)CNC(=O)C(c1ccccc1)c1ccccc1)c1ccccc1 | 15% | 13 | 2% | 0.6% | ? | 2% | 2 | -1 | 5% | 3 | 11
Cn1nnnc1SCc1nc2ccccc2[nH]1 | -4% | 1 | 3% | -0.4% | -2% | -1% | 14 | 3 | 1% | 7 | 6
CC(=O)Nc1ccc(S(=O)(=O)N(C)c2ccc(OCC(=O)OCC(=O)Nc3ccc(OC(F)F)cc3)cc2)cc1 | 3% | -1 | -9% | -1.0% | . | -3% | -3 | -5 | -1% | 3 | -3
CCCCN(C)C(=O)c1ccc2c(c1)N(CC)C(=O)c1ccccc1S2=O (stereo unspecified) | -3% | -2 | -2% | 0.0% | 0% | . | -11 | 0 | 3% | ? | -2
COC(=O)C1CC(c2ccc(Cl)cc2)=NO1 (stereo unspecified) | 1% | -2 | 2% | 0.0% | 9% | -3% | 6 | 10 | 2% | -8 | i
CCCCCC(=O)NC(Cc1ccc(OC)c([N+](=O)[O-])c1)C(=O)O (stereo unspecified) | 22% | 0 | 0% | -0.3% | 1% | -18% | -6 | 0 | 5% | ? | .
Cc1ccc(S(=O)(=O)CCC(=O)OCC(=O)NCCc2ccc(S(N)(=O)=O)cc2)cc1 | . | 3 | -3% | -0.8% | . | . | 3 | . | . | ? | -9
CN(C)S(=O)(=O)c1ccc(C(=O)OC2CCOC2=O)cc1 (stereo unspecified) | 3% | 4 | -1% | 0.2% | 4% | 3% | -8 | 0 | 6% | ? | -7
CCC1(c2ccccc2)NC(=O)N(Cc2ccc(C(=O)OC)cc2)C1=O (stereo unspecified) | 5% | 3 | -2% | -1.0% | 0% | 4% | -5 | -3 | 0% | 6 | -1
O=C(Nc1nc2cc3c(cc2s1)OCCO3)c1cccc(S(=O)(=O)N2CCOCC2)c1 | -7% | 28 | -2% | -0.1% | ? | 0% | . | -3 | -1% | . | .
Cc1onc(-c2c(F)cccc2Cl)c1C(=O)NCc1ccc2c(c1)OCO2 | 11% | -1 | -2% | -0.3% | . | -10% | 10 | . | 4% | 4 | -3
CN(C)c1ccnc(Oc2ccc(Cl)cc2)c1C#N | 5% | 1 | 0% | 0.0% | -4% | 3% | 5 | 0 | 4% | -5 | -9
COc1ccccc1N1CCN(C(=O)COc2ccc(C)cc2Br)CC1 | 9% | -1 | 3% | -0.1% | -12% | -2% | -12 | 0 | -2% | 9 | 11
COc1ccc(-c2csc3ncnc(N4CCN(S(=O)(=O)c5cccc(Br)c5)CC4)c23)cc1 | . | -2 | 0% | -1.0% | . | . | -8 | . | . | -11 | 5
Cc1cc(C)cc(Oc2ccccc2/C=N\O)c1 | 1% | -6 | -10% | 0.5% | 19% | -18% | -5 | -2 | -2% | -9 | 13
CCOc1ccc(NC(=O)C2C3CC/C=C\CCC32)cc1 (stereo unspecified) | -1% | 12 | 8% | -0.3% | . | 6% | -6 | 1 | -2% | 11 | 5
C=CCN1C(=O)C2(c3ccccc31)C1CCCC=C1C(C#N)=C(N)C2(C#N)C#N (stereo unspecified) | 16% | -7 | -1% | -0.3% | -28% | 9% | -7 | -11 | 1% | -8 | 2
O=C1CC2(CCN(C(=O)c3ccccc3Cl)CC2)Oc2ccccc21 | . | ? | 2% | 0.2% | . | . | 9 | . | . | 27 | 1
O=C(Nc1cccc2c1CCCC2)c1ccncc1 | 1% | 4 | -4% | -0.4% | 18% | -1% | 11 | -1 | -1% | 4 | -13
O=C(NC(CCl)c1ccccc1)c1ccc(Cl)cc1 (stereo unspecified) | 8% | 10 | 6% | -0.1% | -4% | 0% | -10 | 1 | 6% | -24 | 6
O=C(CSc1nc(-c2ccccc2)cs1)NCc1ccco1 | -7% | 2 | 0% | -0.2% | -1% | -9% | -26 | -2 | 0% | -8 | -2
CN(CC(=O)Nc1ccc(F)cc1)C(=O)c1cn(-c2ccccc2)nc1-c1cccs1 | . | 15 | 5% | 0.1% | . | . | 6 | . | . | -3 | -2
CC1=C(C(=O)Nc2cccc(C(=O)NC3CCCCC3C)c2)SCCO1 (stereo unspecified) | 8% | 1 | -1% | 2.0% | . | . | 7 | . | 5% | -23 | 2
CCCCCOc1ccc(N2C(=O)C(C)CNC2=S)cc1 (stereo unspecified) | -4% | -4 | 3% | -0.9% | 19% | -4% | . | 1 | -3% | . | .
CC(C)(C)NC(=O)NC(=O)COC(=O)Cc1ccc(Cl)cc1Cl | -7% | -3 | -2% | -0.1% | 2% | -8% | 1 | -4 | 9% | -11 | 3
CC(Cc1cccs1)NC(=O)Nc1ccc(Cl)c(Cl)c1 (stereo unspecified) | 14% | ? | 4% | -0.5% | ? | 4% | 0 | -3 | 0% | -16 | -4
CCC(=O)Nc1nnc(/C=C/c2ccccc2)s1 | ? | 0 | 0% | -0.5% | 0% | . | 20 | 3 | 11% | 15 | .

An excerpt; rates above refer to the full screens.
